Screening data: PubChem BioAssay, several laboratories
PGE2 EP2 inh = inhibitors of human EP2 prostaglandin E2 receptor; P43116; C6 glioma cells expressing human EP2, cAMP TR-FRET; cells stimulated with saturating PGE2; inhibition, % at 25 µM; AID 1422; hit rate 0.52% among 260,000;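 active = percent inhibition above 40 after rounding to a whole number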;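 note: rat C6 glioma host cells with rolipram phosphodiesterase inhibitor present; the protocol text gives 20 µM as final concentration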
S1P4 agonist = activates the human S1P4 receptor | O95977 | S1P4-expressing cell line, agonist reporter assay | activation, % at 4.98 µM | hit rate 0.35% among 220,000 | AID 1509; in the data active = activation above about 11%;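 note: 0% = DMSO vehicle and 100% = reference agonist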
NPY-Y2 PAM-ag = potentiates or activates human NPY-Y2 receptor | P49146 | cells expressing NPY-Y2, potentiator/agonist read-out | activation, % at 3.6 µM | hit rate 0.45% among 220,000 | AID 1359; in the data active = activation above about 27%;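 note: cells stimulated with NPY near EC25 plus isoproterenol at EC100; 0% = vehicle plus submaximal agonist and 100% = vehicle plus saturating agonist; some results beyond the cut were filed as inactive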
NPY-Y1 antag = NPY-Y1 (human) receptor antagonism | HEK293-CNG Y1 cells, membrane potential fluorescence; NPY at EC95, then isoproterenol | inhibition, % at 3.6 µM | hit rate 1% among 200,000 | P25929 | AID 1040;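 active = inhibition above the campaign mean inhibition of all tested compounds plus 3 SD, cut at about 20% in these data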;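 note: 0% = DMSO wells given NPY plus isoproterenol and 100% = isoproterenol alone without NPY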
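Benchmarks – high control isoproterenol alone, low control NPY with isoproterenol · Material – HEK293 Y1/CNG channel cell line · Times – dye 3 h, compound 60 min room temperature, stimulation 45 min · Probe or stimulus – NPY (25 nM), isoproterenol (1 µM), Ro 20-1724 (25 µM) · Evaluation – % inhibition of NPY effect · Signal – fluorescence, membrane potential probe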
EP2 mod = modulators of human EP2 prostaglandin E2 receptor; EP2-expressing cells, cAMP HTRF FRET, PGE2 co-stimulation; induction, % at 25 µM; hit rate 0.83% among 260,000; AID 940;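 active = compounds whose cAMP rise, as percent of the full-agonist control response, exceeds 60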;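 note: rat C6 glioma line stably carrying human EP2 under a CMV promoter; the protocol text gives 20 µM as final concentration; 100% = response of wells given 1 µM PGE2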
p97 ATPase inh = human p97 ATPase inhibition | P55072 | AID 1481 | recombinant p97 ATPase, Kinase-Glo ATP luminescence, 3 h | inhibition, % at 8 µM | hit rate 0.42% among 220,000; in the data active = inhibition above about 15%;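 note: 0% = DMSO vehicle and 100% = wells lacking enzyme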
NPY-Y1 PAM-ag = human NPY-Y1 potentiation or agonism, primary screen | activation, % at 3.6 µM | NPY-Y1 expressing cells, potentiator/agonist activation | AID 1304 | P25929 | hit rate 0.37% among 220,000; in the data active = activation above about 33%, passing the limit was not always enough;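 note: cells stimulated with NPY at EC10 then isoproterenol at EC100; 0% = low agonist plus stimulus and 100% = saturating agonist plus stimulus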
S1P4 antag = human S1P4 receptor antagonism. O95977. S1P4-expressing cells, antagonist mode, reporter read-out. inhibition, % at 4.98 µM. hit rate 0.26% among 220,000. AID 1510; in the data active = inhibition above about 29%;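 note: 0% = wells stimulated with agonist and 100% = vehicle wells without agonist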
eIF4E 4G PPI = eIF4E/eIF4G interaction inhibition in translation initiation. P63073+Q04637. TR-FRET eIF4E-eIF4GI(517-606) binding, 2 h. inhibition, % at 21.7 µM. hit rate 0.37% among 220,000. AID 782;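 active = inhibition above about 30%, limit read from the data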;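 note: 0% = full FRET control wells and 100% = background wells lacking eIF4GI fragment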
Target sequence (P63073 whole entry, looked up, the tested form may be a part): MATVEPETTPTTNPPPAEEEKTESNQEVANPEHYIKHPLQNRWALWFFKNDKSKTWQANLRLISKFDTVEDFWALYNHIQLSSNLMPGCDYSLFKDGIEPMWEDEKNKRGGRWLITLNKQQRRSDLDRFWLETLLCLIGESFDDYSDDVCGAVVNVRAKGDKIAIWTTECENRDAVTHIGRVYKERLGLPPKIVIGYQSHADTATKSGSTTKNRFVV
Target sequence (Q04637 whole entry, looked up, the tested form may be a part): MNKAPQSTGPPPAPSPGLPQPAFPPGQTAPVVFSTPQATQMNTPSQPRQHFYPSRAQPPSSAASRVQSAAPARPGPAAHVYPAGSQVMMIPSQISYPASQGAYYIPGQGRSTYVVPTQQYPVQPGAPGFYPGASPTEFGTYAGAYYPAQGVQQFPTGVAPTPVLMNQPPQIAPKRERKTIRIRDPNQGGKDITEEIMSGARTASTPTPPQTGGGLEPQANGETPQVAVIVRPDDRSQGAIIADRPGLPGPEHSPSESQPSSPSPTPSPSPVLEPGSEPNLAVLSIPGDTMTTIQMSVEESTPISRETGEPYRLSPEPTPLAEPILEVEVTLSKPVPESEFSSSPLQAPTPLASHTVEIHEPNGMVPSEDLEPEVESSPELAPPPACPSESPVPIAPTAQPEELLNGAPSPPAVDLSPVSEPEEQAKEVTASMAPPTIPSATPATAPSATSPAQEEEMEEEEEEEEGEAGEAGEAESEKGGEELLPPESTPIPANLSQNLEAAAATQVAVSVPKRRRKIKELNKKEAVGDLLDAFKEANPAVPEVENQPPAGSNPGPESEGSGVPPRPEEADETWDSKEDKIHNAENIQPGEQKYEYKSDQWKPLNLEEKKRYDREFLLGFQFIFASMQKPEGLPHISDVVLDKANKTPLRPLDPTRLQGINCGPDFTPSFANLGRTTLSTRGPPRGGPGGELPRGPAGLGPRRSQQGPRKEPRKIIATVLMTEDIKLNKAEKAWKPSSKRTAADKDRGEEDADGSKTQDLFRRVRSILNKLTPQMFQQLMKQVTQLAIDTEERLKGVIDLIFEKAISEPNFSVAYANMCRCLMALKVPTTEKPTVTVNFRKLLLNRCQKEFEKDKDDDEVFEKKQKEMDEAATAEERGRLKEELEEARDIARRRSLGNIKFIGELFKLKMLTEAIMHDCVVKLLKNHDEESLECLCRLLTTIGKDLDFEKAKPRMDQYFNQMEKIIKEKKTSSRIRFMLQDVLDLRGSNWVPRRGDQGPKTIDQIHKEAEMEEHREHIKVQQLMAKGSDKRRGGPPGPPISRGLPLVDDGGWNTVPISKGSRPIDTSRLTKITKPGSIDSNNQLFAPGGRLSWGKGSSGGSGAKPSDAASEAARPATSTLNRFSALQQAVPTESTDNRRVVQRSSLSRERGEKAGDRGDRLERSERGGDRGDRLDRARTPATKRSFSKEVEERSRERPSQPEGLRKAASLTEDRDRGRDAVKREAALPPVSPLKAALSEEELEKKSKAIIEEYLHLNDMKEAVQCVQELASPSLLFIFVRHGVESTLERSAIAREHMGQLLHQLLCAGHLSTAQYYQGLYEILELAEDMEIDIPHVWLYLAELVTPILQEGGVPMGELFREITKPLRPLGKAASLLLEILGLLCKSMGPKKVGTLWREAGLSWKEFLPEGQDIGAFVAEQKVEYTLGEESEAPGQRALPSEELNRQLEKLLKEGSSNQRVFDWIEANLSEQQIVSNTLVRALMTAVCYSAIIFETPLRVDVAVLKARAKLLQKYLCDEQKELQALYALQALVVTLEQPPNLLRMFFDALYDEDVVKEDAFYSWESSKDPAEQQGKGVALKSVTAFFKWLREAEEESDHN
* hit, by the source's call; . = no result given; [ ] = remark or other dose.

Results follow in this order: PGE2 EP2 inh | S1P4 agonist | NPY-Y2 PAM-ag | NPY-Y1 antag | EP2 mod | p97 ATPase inh | NPY-Y1 PAM-ag | S1P4 antag | eIF4E 4G PPI
1	CC(C)OC(=O)NCCOC(=O)Nc1ccc(Cl)cc1
→ 8 | 0.8 | 17 | 4 | -33 | 2 | 9 | -7 | 0
2	COc1cccc(NC(=O)COC(=O)COc2ccccc2[N+](=O)[O-])c1
→ 10 | 3.5 | -13 | 5 | 14 | -2 | -7 | -20 | 2[fluorescence artefact?]
3	CN=C(NC#N)SCC(=O)c1ccc(Cl)cc1Cl
→ 7 | 5.0 | 16 | 0 | 20 | 4 | 36 | -13 | 4
4	COc1nc(-c2ccccc2)ncc1S(=O)(=O)c1ccccc1
→ 7 | 0.5 | 3 | 2 | -55 | 1 | 28 | 2 | 0
5	CSc1ncc(CN2CCN(CC=C(C)C)C(CCO)C2)cn1 (stereo unspecified)
→ 4 | 3.5 | 4 | 1 | 33 | 4 | 4 | 9 | -1
6	CCCCCC(=O)Nc1ccc(N2CCN(C(=O)CCC)CC2)cc1
→ 14 | -0.1 | 2 | 5 | -2 | -4 | -9 | 0 | 5[fluorescence artefact?]
7	CC1(C)NC(=O)N(CC(O)COc2ccccc2[N+](=O)[O-])C1=O (stereo unspecified)
→ 8 | 0.7 | 6 | 2 | 22 | 3 | 10 | -16 | -4
8	Cc1ccc(C(=O)Nc2ccc3nccnc3c2)cc1
→ 21 | 0.3 | -16 | 0 | 29 | -2 | 2 | -16 | 4
9	CCOc1cccc2c1OC1(CCCCC1)N1N=C(c3cccnc3)CC21 (stereo unspecified)
→ 5 | 0.1 | -1 | -1 | 24 | 1 | 9 | 2 | 3[fluorescence artefact?]
10	COc1ccc(N2C(=O)C3[C@@H](C2=O)C2(Cl)C(Cl)=C(Cl)C3(Cl)C2(OC)OC)cc1 (stereo partly specified)
→ 6 | -1.2 | 7 | -3 | 20 | -4 | -7 | -20 | 6
11	O=c1cc(Nc2ccc3c(c2)OCCO3)[nH]c(=O)n1Cc1ccc(F)cc1
→ 7 | -1.4 | -2 | 0 | -5 | 4 | -22 | -17 | 1
12	COc1ccc(O)c(C=Nc2cc(NC(C)=O)c(Cl)cc2Cl)c1
→ 10 | -0.8 | 2 | 5 | -4 | 3 | -12 | 1 | -7
13	COc1ccc(CN2C(=O)c3ccccc3C2=O)cc1C(=O)OCC(=O)NC1CCCCC1
→ 6 | -0.4 | 11 | 1 | 24 | 5 | -3 | -19 | 2
14	O=C(N/N=C/c1ccc(Cl)cc1)c1n[nH]c2c1CCCC2
→ 6 | -0.7 | -33 | . | -10 | 6 | -6 | -6 | -4
15	CC(C)CNC(=O)C(=O)NCCCN1CCOCC1
→ 12 | 1.9 | 0 | -1 | 7 | -1 | 10 | -2 | 3
16	Cc1ccnc(N(C(=O)Nc2ccccc2)C2=NCC(C)(C)S2)c1
→ 8 | -0.3 | -4 | . | 27 | 4 | 10 | -3 | -2
17	Cc1cccc(OCc2n[nH]c(=S)n2C2CCCCC2)c1
→ 9 | 0.6 | -4 | 10 | 35 | -8 | -6 | 16 | -2[fluorescence artefact?]
18	O=C1CC(Cc2ccccc2)C(=O)N1CCCn1ccnc1 (stereo unspecified)
→ . | 0.7 | 16 | 1 | 25 | 7 | -6 | 2 | 5
19	CCCCOc1ncnc2c1[nH]c1ccc(OCC)cc12
→ 6 | -1.2 | 2 | 2 | 14 | -6 | 12 | 15 | -2
20	O=C(OCc1cc2ccccc2[nH]c1=O)c1ccco1
→ 2 | 1.6 | 10 | -2 | -13 | -4 | 7 | -14 | 11
21	Cn1c(NCc2ccco2)nc2c1c(=O)n(Cc1ccc(Cl)cc1Cl)c(=O)n2C
→ 16 | 2.3 | -1 | 0 | -23 | 3 | 4 | -27 | -2
22	CN(C(=S)Nc1cccnc1)c1ccc(O)cc1
→ 5 | 2.4 | 2 | 0 | 27 | 18* | -12 | 3 | 4[fluorescence artefact?]
23	Cc1cccc(NC(=O)CCN2CCN(C/C=C/c3ccccc3)CC2)c1
→ 8 | -3.3 | -5 | 13 | -9 | -11 | -22 | -1 | 5
24	COc1ccc(C(=O)Nc2sc3c(c2C(=O)O)CC(C)(C)OC3)cc1
→ 2 | -2.5 | 6 | 2 | -13 | 3 | -10 | -12 | 2
25	Cn1ccc(=Nc2ccc(NC(=O)c3ccc(N=c4ccn(C)c5ccc([N+](=O)[O-])cc45)cc3)cc2)cc1
→ 11 | 0.5 | 0 | . | 12 | 5 | 0 | -15 | 23
26	CCN(c1ccc2c(c1)OCO2)S(=O)(=O)c1cc(Br)cc2c1N(C(=O)C1CC1)CC2
→ . | -0.6 | -15 | 17 | 43 | 4 | 7 | 1 | -16
27	CCOC(=O)N/N=C/c1c(C)c(C(=O)c2ccc(F)cc2)n2ccccc12
→ 8 | 1.4 | 6 | 1 | -31 | 2 | 5 | -2 | 0
28	CCOC(=O)c1c(NC(=S)NC(=O)c2ccc(Cn3cc(Cl)cn3)o2)sc2c1CCC(C)C2 (stereo unspecified)
→ 23 | -0.6 | -15 | -2 | 14 | 1 | -1 | -9 | -3[fluorescence artefact?]
29	CCC(C)NC(=O)c1cnn2c1NC(c1cccs1)CC2C(F)(F)F (stereo unspecified)
→ 4 | 0.8 | 22 | 0 | 13 | -1 | 6 | 11 | 3
30	COc1ccc(N2CCN(C(=O)CCSCc3ccccc3F)CC2)cc1
→ 9 | -0.5 | -17 | 10 | -20 | 0 | -19 | 2 | 8
31	CCn1c(/C=C2\C(=O)N(C(C)C)c3ccccc32)nc2ccccc2c1=O
→ 7 | -0.2 | 1 | . | 2 | 8 | 3 | 7 | 0
32	O=c1c2cnn(-c3ccccc3)c2nc(-c2cccs2)n1-c1cccc(Cl)c1
→ 0 | 0.1 | -6 | 13 | 13 | -4 | -14 | -12 | 7[fluorescence artefact?]
33	COc1cc2c(cc1NC(=O)Nc1ccc(F)cc1)oc1ccccc12
→ 9 | 0.6 | 10 | -5 | 9 | 7 | 14 | -16 | 1
34	CCOC(=O)c1c(NC(=O)CSc2nc3ccccc3o2)sc(C)c1C
→ 5 | 0.1 | -2 | 4 | 38 | 2 | -1 | -6 | -1
35	COc1ccc(N2CCN(C(CNC(=O)C(=O)NCc3ccc4c(c3)OCO4)c3ccco3)CC2)cc1 (stereo unspecified)
→ 4 | 1.3 | 3 | 8 | 25 | -1 | -3 | -7 | 4
36	Cc1ccc(CNC(=O)CCNC(=O)Cn2ccc3ccccc3c2=O)cc1
→ 7 | 0.1 | -9 | 8 | 2 | 0 | -9 | -8 | 6
37	CC(C)CNC(=O)c1cc2nc3c(c(C(F)(F)F)n2n1)CCc1ccccc1-3
→ 5 | 0.5 | -7 | 4 | 8 | -1 | 0 | 8 | -2
38	N#CCc1nn(-c2ccc(F)cc2)c(N)c1C#N
→ 7 | 0.2 | 8 | -1 | 16 | 6 | 3 | -11 | 3
39	CC1(C)C2CCC1(CS(=O)(=O)N1CCOCC1)C(=O)C2 (stereo unspecified)
→ 96* | -0.1 | -5 | 0 | 0 | 2 | 8 | 7 | 2[fluorescence artefact?]
40	CCOc1ccccc1OCC(=O)O
→ 16 | 1.5 | 2 | 6 | 40 | 6 | 10 | 14 | -5
41	CC1c2ccccc2SC(CCCN(C)C)c2ccccc21 (stereo unspecified)
→ 8 | 0.3 | -10 | 20 | -5 | 0 | -39 | 8 | 4[fluorescence artefact?]
42	CC1CCN(c2nc(-c3ccccc3)cc(C(F)(F)F)n2)CC1
→ 9 | -3.6 | -2 | -2 | 34 | -1 | 5 | -7 | -1
43	CN(C)Cc1cc2ccccc2c2c1COC2
→ 8 | 1.4 | -8 | . | 1 | 3 | -16 | 1 | 2
44	CCN(CC)CC(=O)Nc1cc(N(C)C)nc2ccccc12
→ 9 | -0.1 | -1 | . | -13 | -1 | -13 | 6 | 1
45	CCOC(=O)C(CCCCCCP(=O)(c1ccccc1)c1ccccc1)NC(C)=O (stereo unspecified)
→ 9 | 0.4 | -2 | . | 19 | -1 | 14 | 1 | 4
46	NC(=O)[C@H]1CC2(CC(c3cccc(NC(=O)c4ccccc4)c3)=NO2)CN1C(=O)[C@H]1CCC(=O)N1 (stereo partly specified)
→ 20 | 1.2 | -9 | 0 | 6 | 0 | -11 | -6 | -7
47	CCOC(=O)N1CCC(NC(=O)C2CCN(S(=O)(=O)c3cccs3)CC2)CC1
→ 6 | 0.3 | -5 | 9 | -8 | 3 | 9 | 4 | 2
48	C/C(=N/NC(=O)c1ccc(Br)o1)c1cccc(NC(=O)c2ccc(C)o2)c1
→ 1 | -2.5 | -1 | -6 | -3 | -4 | 0 | -21 | -8
49	COc1ccc(-c2c(N)nnc3c2[nH]c2ccccc23)cc1OC
→ . | 4.8 | -4 | 2 | -9 | 2 | -19 | -9 | 1
50	CC(=O)Nc1ccc(S(=O)(=O)NCC(=O)OCC(=O)NC(=O)c2cccn2C)cc1
→ 6 | 0.1 | -10 | . | 5 | 3 | 6 | 6 | 3
51	Cc1cccc(NC(=O)CN2C(=O)S/C(=C\c3ccc(O)c([N+](=O)[O-])c3)C2=O)c1
→ 8 | -1.1 | 21 | -7 | 20 | 1 | 18 | -13 | -4
52	COc1ccc(-c2csc(NC(=O)CSc3nc(SC)ns3)n2)cc1
→ 7 | 1.2 | -3 | 2 | -52 | 7 | -27 | -9 | -6[fluorescence artefact?]
53	CCOC(=O)c1nnn(CC(=O)N2N=C(c3ccc(Cl)cc3)CC2c2ccccc2)c1C(=O)OCC (stereo unspecified)
→ 13 | -0.7 | 8 | -2 | 32 | 8 | 0 | -1 | 0[fluorescence artefact?]
54	N#Cc1c(NC(=O)C2C3C=CC(C3)C2C(=O)O)sc2c1CCCCC2 (stereo unspecified)
→ 7 | -0.7 | 10 | -2 | 14 | 2 | -3 | -12 | 3
55	O=C(CN1C(=O)CCC1=O)Nc1nc(-c2ccc3ccccc3c2)cs1
→ 8 | 0.4 | -4 | -2 | -77 | 1 | 11 | -4 | 0
56	Cc1nc(C(=O)Nc2ccccc2Cl)cc2c1[nH]c1ccccc12
→ 14 | 0.0 | 16 | -2 | -6 | 1 | 28 | -4 | 6
57	COC(=O)C1CCN(CCCOc2ccc(CN3CCN(c4ccc([N+](=O)[O-])cc4)CC3)cc2)CC1
→ 2 | -1.9 | -2 | 1 | -32 | -6 | 13 | -3 | 3
58	O=C(NC(=C(Cl)Cl)S(=O)(=O)c1ccc(Cl)cc1)c1ccccc1
→ 13 | -0.1 | -7 | . | -16 | 25* | 3 | 5 | -5
59	FC(F)(F)c1cc(-c2ccccc2)nc(N2CCCCCC2)n1
→ 7 | 2.3 | -14 | 0 | 37 | -6 | -18 | -2 | 2
60	Cc1cc(OCC(=O)Nc2ccncc2)ccc1Br
→ 11 | -1.3 | -7 | -2 | 8 | 1 | -11 | 7 | -4
61	Cc1ccc(Cn2c(C)nc3c(c2=O)c2nc4ccccc4nc2n3Cc2ccco2)cc1
→ . | 1.3 | -9 | 2 | -16 | 3 | -4 | 4 | 3
62	Cc1[nH][nH]c(=O)c1C(c1ccc(-c2ccc(F)cc2)o1)c1c(C)[nH][nH]c1=O
→ 29 | 1.3 | 0 | -1 | -59 | 9 | 12 | -6 | 2

An excerpt; the hit share may differ from the screen's.
